Bioassay records as filed in PubChem.
TRPV1 ag = activates the human vanilloid receptor TRPV1 | activation, % at 8.33 µM | Q8NER1 | TRPV1-expressing cells, Fluo-8 calcium influx, agonist mode | actives 0.19% (n = 320,000); in the data active = activation above about 80%; inconclusive = between about 30% and that limit; note: 0% is about no effect
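Fluo-8 calcium influx in TRPV1-expressing cells, kinetic read (ex 480/em 520 nm). Compound added and read 3 min for agonist activity, followed by capsaicin at EC20 final and 2 min further read for enhancement.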
BRCA1 expr up = BRCA1 expression activation; MCF7-BRCA1-FFLuc reporter, luminescence, 48 h; response scale: scaled: vehicle 0%, 10 µM genistein 100%; Potency, µM (doses to about 46.1 µM), inactives show at the highest dose activation, usual class: activators; actives 1.1% (n = 380,000); AID 624202; note: potency is the fitted concentration of half-maximal effect; nearly all actives have a fitted effect of over 80% in size; some results filed as inactive show a strong effect at the top dose
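MCF7-BRCA1-FFLuc cells, 2000/well in phenol-red-free MEM, attached 2 h then treated 48 h at 37 C. Luciferase luminescence read 15 min after reagent; normalized to genistein maximum activation (10microM) and DMSO, concentration-response fitted.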
CXXC DNA block = MLL CXXC-DNA interaction inhibition | Q03164 | MLL-CXXC / FITC-HOXA9 DNA fluorescence polarization | Potency, µM (highest dose often 115 µM), without a hit: at the top dose activity change, negative = inhibition, actives largely listed as inhibitors | actives 0.037% (n = 290,000); active = well fitted inhibition curve with a large enough effect in the polarisation, with a control signal flat, not every such curve was filed as active; inconclusive = small, poorly fitted or top-dose-only effect, or effect the other way, or a change in a side signal; inactive = no such curve, though single readings can be large or run the other way; the % refers to the polarisation; note: potency is the fitted concentration of half-maximal effect
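Purified MLL-CXXC (added from a 7 uM solution) was preincubated 5 min at ambient with pinned compounds in 50 mM Tris-HCl pH 7.5, 50 mM NaCl, 1 mM DTT, 0.05% BSA. Fluorescein-labeled HOX-A9 DNA (50 nM solution) followed, 30 min, then polarization read.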
ELG1 repair inh = inhibitors of ELG1-dependent DNA repair in HEK293T cells; HEK293T ELG1-luciferase reporter, luminescence, 16 h; DNA damage induced by 5-fluorouridine; Potency, µM (top dose mostly 46.1 µM), without a hit: at the highest dose activity change, negative = inhibition, most hits filed as inhibitors; actives 2.3% (n = 330,000); AID 504467; note: potency is the fitted concentration of half-maximal effect; % is set by controls: 0 for no effect and ±100 for the full control effect; nearly all actives have a fitted effect of over 55% in size
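In this reporter screen, reduction of luminescence relative to DMSO vehicle indicated activity. Compounds and 5-fluorouridine were added together to 2,000 cells per well, incubated for 16 hr at 37 °C, then developed with ONE-Glo.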
AT treatment = potential ataxia-telangiectasia treatment; […] A-T fibroblasts, KAP-1 phosphorylation AlphaLISA; neocarzinostatin DNA damage 30 min before lysis; Potency, µM (titrated, usually from 57.5 µM), for inactives: top-dose activation, usual class: activators; actives 0.19% (n = 320,000); AID 485349; note: potency is the fitted concentration of half-maximal effect; % of control where 0% means no effect; nearly all actives have a fitted effect of over 45% in size
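hTERT-immortalized A-T patient fibroblasts ([…]), 500 cells/well in OPTI-MEM, 1% FBS, got compounds for 60 min, then NCS for 30 min at 37C. Lysates were then assayed for phospho-KAP-1 by AlphaLISA (anti-pKAP1 donor, anti-KAP1 acceptor beads), 6 hr at 25C.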
B2AR arrestin = recruits beta-arrestin to the human beta2-adrenergic receptor; beta-arrestin recruitment to beta2AR, cell-based reporter; actives 0.02% (n = 330,000); Potency, µM (highest dose often 46.1 µM), inactives show at the highest dose activation, most hits filed as activators;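 note: potency is the fitted concentration of half-maximal effect; 0% = DMSO controls and full agonism = EC100 isoproterenol or metaproterenol; nearly all actives have a fitted effect of over 65% in size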
Target sequence (P07550 whole entry, looked up): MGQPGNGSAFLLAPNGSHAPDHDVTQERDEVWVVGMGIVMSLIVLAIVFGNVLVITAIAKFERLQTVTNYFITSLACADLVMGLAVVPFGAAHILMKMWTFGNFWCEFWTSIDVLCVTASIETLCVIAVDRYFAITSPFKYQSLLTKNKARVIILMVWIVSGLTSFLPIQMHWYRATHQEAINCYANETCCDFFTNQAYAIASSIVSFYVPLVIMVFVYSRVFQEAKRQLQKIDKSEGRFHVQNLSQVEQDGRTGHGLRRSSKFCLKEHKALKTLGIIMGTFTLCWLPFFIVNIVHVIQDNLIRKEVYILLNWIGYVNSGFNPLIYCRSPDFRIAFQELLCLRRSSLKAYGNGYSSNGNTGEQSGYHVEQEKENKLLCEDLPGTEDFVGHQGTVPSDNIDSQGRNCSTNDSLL
PTAP TSG101 blk = blocks PTAP/TSG101 interaction to inhibit HIV-1 budding; Q99816; Potency, µM (doses to about 115 µM), for the others: top-dose activity change, negative = inhibition, actives largely listed as inhibitors; 340,000 tested, under 10 active; Fluorescence polarization, FITC-PTAP peptide / Tsg101 binding; AID 493005; active = well fitted inhibition curve with a large enough effect in the main read-out, with a control signal flat, not every such curve was filed as active; inconclusive = small, poorly fitted or top-dose-only effect, or effect the other way, or a change in a side signal; inactive = no such curve, though single readings can be large or run the other way; note: potency is the fitted concentration of half-maximal effect; % of control where 0% means no effect
Target sequence (Q99816 whole entry, looked up): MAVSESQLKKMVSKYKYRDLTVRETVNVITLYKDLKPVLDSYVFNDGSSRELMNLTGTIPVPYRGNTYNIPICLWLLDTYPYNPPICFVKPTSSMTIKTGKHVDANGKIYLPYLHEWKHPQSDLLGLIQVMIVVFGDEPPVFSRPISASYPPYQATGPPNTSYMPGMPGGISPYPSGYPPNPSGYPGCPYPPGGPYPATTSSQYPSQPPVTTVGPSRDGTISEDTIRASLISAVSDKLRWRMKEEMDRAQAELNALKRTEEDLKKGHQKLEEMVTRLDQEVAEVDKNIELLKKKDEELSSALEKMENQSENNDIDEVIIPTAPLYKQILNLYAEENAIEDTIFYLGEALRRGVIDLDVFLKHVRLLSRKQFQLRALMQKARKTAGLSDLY
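Compounds were pin-transferred onto Tsg101 binding domain (10 uM final) in HEPES pH 7.5 buffer, then FITC-PTAP peptide was added at 50 nM final. After 20 min at RT, polarization reported peptide displacement across a qHTS concentration series.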
p53 reactivation = mutant p53 re-activation in reporter cells; actives 0.063% (n = 320,000); Potency, µM (top dose mostly 92.2 µM), without a hit: top-dose activity change, positive = activation, usual class: activators; H1299 p53-A138V BP100-luciferase reporter, luminescence, 24 h; AID 504706; note: potency is the fitted concentration of half-maximal effect; % of control where 0% means no effect; nearly all actives have a fitted effect of over 45% in size
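p53-null H1299 cells stably carrying temperature-sensitive p53-A138V and a BP100-luciferase reporter were pinned with compounds (4-point, 1:5 series) and held 24 hrs at 37 deg C. Luminescence was read 10 min after detection reagent.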
Integrin act MD = integrin-mediated muscular dystrophy alleviation activation; AID 624291; alpha7betagal myoblasts, beta-gal FDG fluorescence, 48 h; actives 0.064% (n = 350,000); Potency, µM (doses to about 38.3 µM), inactives show top-dose activation, usual class: activators;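 note: potency is the fitted concentration of half-maximal effect; 100% = response of the positive control SU9516; nearly all actives have a fitted effect of over 60% in size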
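alpha7betagal+/- myoblasts (passage 13, 250/well) treated 48 h at 37C with compounds at 1:260 dilution of DMSO stock. Lysed, then beta-galactosidase activity read as FDG fluorescence (ex 480/em 540) after 30 min, with pre-read for autofluorescence.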
TCR act = T cell receptor activation | primary human leukocytes, anti-CD3, IL-2 HTRF, 48 h | Potency, µM (top dose mostly 9.22 µM), inactives show at the highest dose activation of IL-2 secretion, usual class: activators | 330,000 tested, under 10 active; note: % of control where 0% means no effect
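Using a-CD3 beads without co-stimulation, primary human leukocytes were exposed to compounds for 48 hr. An HTRF IL-2 kit measured the cytokine, with europium-to-d2 energy transfer producing emission at 665nm upon 320nm excitation.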
The depositor's hits bear a star; ? = inconclusive; . = no result given; [ ] = another dose, or the depositor's remark. Unless noted, calls come from the whole dose curve; as a rule, active = well fitted curve in the direction sought with a large enough effect; inconclusive = small, poorly fitted or top-dose-only effect, or another doubt; inactive = no such curve, though single readings can be large; an effect the other way counts as inactive or inconclusive. Rows were taken by chance. About 3.8% of those tested had a hit in this group.

Start of the listing, in advance:
SMILES	TRPV1 ag	BRCA1 expr up	CXXC DNA block	ELG1 repair inh	AT treatment	B2AR arrestin	PTAP TSG101 blk	p53 reactivation	Integrin act MD	TCR act
C/C(=N\NC(=S)Nc1ccccc1)C1Cc2ccccc2C(=O)O1 (centres undefined)	1	-6%	-18%	-9%	9%	0.1%	-6%	2%	0%	6%
N#CCN1CCN(CC(=O)Nc2cccc3ccccc23)CC1	1	4%	-3%	-8%	0%	-0.2%	-6%	4%	-27%	1%
COC(=O)c1ccc2c(=O)n(Cc3ccc(C(=O)NCCCN4CCOCC4)cc3)c(=S)[nH]c2c1	1	1%	9%	15%	3%	-0.1%	-1%	10%	3%	-1%
CCOc1ccc(CNC(=O)Cn2nc(C)n3nc(-c4ccccc4)cc3c2=O)cc1	2	-2%	3%	-2%	-11%	-1.0%	-2%	8%	12%	0%
COc1ccc(C2=NN(C(=O)C(O)c3ccccc3)C(O)(C(F)(F)F)C2)cc1 (centres undefined)	-2	-18%	5%	-14%	9%	1.7%	1%	-8%	7%	-3%

The list itself, repeating the preview:
SMILES	TRPV1 ag	BRCA1 expr up	CXXC DNA block	ELG1 repair inh	AT treatment	B2AR arrestin	PTAP TSG101 blk	p53 reactivation	Integrin act MD	TCR act
C/C(=N\NC(=S)Nc1ccccc1)C1Cc2ccccc2C(=O)O1 (centres undefined)	1	-6%	-18%	-9%	9%	0.1%	-6%	2%	0%	6%
N#CCN1CCN(CC(=O)Nc2cccc3ccccc23)CC1	1	4%	-3%	-8%	0%	-0.2%	-6%	4%	-27%	1%
COC(=O)c1ccc2c(=O)n(Cc3ccc(C(=O)NCCCN4CCOCC4)cc3)c(=S)[nH]c2c1	1	1%	9%	15%	3%	-0.1%	-1%	10%	3%	-1%
CCOc1ccc(CNC(=O)Cn2nc(C)n3nc(-c4ccccc4)cc3c2=O)cc1	2	-2%	3%	-2%	-11%	-1.0%	-2%	8%	12%	0%
COc1ccc(C2=NN(C(=O)C(O)c3ccccc3)C(O)(C(F)(F)F)C2)cc1 (centres undefined)	-2	-18%	5%	-14%	9%	1.7%	1%	-8%	7%	-3%
Cc1ccc2cccc(OCC(=O)Nc3ccc(N4CCOCC4)cc3)c2n1	-3	-11%	14%	?	-3%	0.2%	-2%	-4%	?	-4%
CCn1c(SCC(=O)c2ccc(NC(C)=O)c(OC)c2)nnc1-c1ccc(NS(C)(=O)=O)cc1	1	17%	4%	7%	-5%	-0.5%	-2%	11%	6%	5%
Cc1ccc(S(=O)(=O)N2CCC(C(=O)NNC(=O)c3ccccc3O)CC2)cc1C	1	-71%	.	-27%	1%	0.0%	-1%	-7%	-7%	41%
COc1cc(CNCc2ccc(SC)cc2)cc(OC)c1	1	-15%	3%	-1%	0%	-0.5%	-1%	8%	-16%	-7%[46.1 µM]
COc1ccc(/C=C/C(=O)c2ccc[nH]2)cc1OC	-5	39%	19%	?	.	-0.8%	-7%	?	-18%	-14%
COc1ccc(S(=O)(=O)N2CCCC(C(=O)NCCC(C)C)C2)cc1 (centres undefined)	3	4%	-3%	-28%	0%	0.0%	-11%	3%	-21%	6%
CC(C)(C)[C@@H]1COC(=O)[C@H](Cc2ccc(F)cc2)C/C=C\C[C@@H](CC(=O)N(CCO)Cc2ccccc2)C(=O)N1	.	-20%	.	-23%	-2%	3.5%	0%	1%	-6%	-1%
COC(=O)C1=C(C(=O)OC)[C@]2([C@H]3CCCCN[C@@H](Cc4ccccc4)C(=O)N3Cc3ccccc3)C=C[C@H]1O2	.	-32%	.	-2%	-2%	-0.2%	1%	-2%	-3%	-3%
COc1ccc(N(CC(=O)NCCSC2CCCCC2)S(=O)(=O)c2ccccc2)cc1OC	10	-29%	8%	-25%	17%	-0.3%	0%	23%	14%	-5%
COc1ccc(CN(CC(=O)NC2CCCC2)C(=O)CCC(=O)Nc2cc(C)on2)cc1	3	-16%	3%	-1%	-6%	-1.3%	2%	-17%	11%	2%[46.1 µM]
CCCn1c(=N)c(S(=O)(=O)c2ccccc2)cc2c(=O)n3ccccc3nc21	?	-13%	0%	-13%	-7%	0.4%	-5%	-5%	-40%	3%
N#Cc1cccc(S(=O)(=O)NCc2nnc3ccccn23)c1	1	1%	.	13%	1%	-0.2%	-5%	-5%	41%	-1%
COc1ccccc1N1CCN(C(=O)c2cc(-c3ccc(Cl)c(Cl)c3)on2)CC1	-2	-3%	-4%	22%	-2%	-1.5%	0%	4%	7%	7%[46.1 µM]
Cn1nc(-c2ccc(Cl)cc2)c2cc(C(=O)NC3CC3)sc21	.	-64%	4%	-17%	1%	0.1%	0%	1%	-28%	5%
O=C(O)c1nn2c(C(F)(F)F)cc(-c3cccs3)nc2c1Cl	-1	1%	-5%	15%	2%	-0.4%	1%	6%	2%	-5%[46.1 µM]
Cc1c(O)c(CN2CCCCC2)cc2c1oc(=O)c1ccccc12	3	19%	17%	4%	-4%	-0.5%	-3%	-5%	0%	1%
O=C(Nc1cccc(-c2cn3ccccc3n2)c1)c1cc2ccccc2oc1=O	.	96%	72%[activator]	?	5%	-0.2%	5%	?	-56%[inhibitor]	.
CCN(CC)CCOc1nc(C)nc2c1oc1ccccc12	-2	-8%	-1%	21%	-22%	0.4%	-11%	8%	-15%	.
COc1ccc(-c2cc(C3CC3)nc3sc(C#N)c(N)c23)cc1	2	-48%	4%	-22%	31%	0.3%	-7%	-1%	10%	13%
O=C(NCc1ccccc1)c1cc[n+]([O-])cc1	3	-2%	2%	5%	3%	-0.6%	-1%	0%	1%	-3%
Cc1cc(C(=O)c2cnc(/N=C/N(C)C)s2)c(F)cc1Cl	?	18%	0%	0%	10%	-0.1%	-5%	-2%	0%	2%
CCN(CC)S(=O)(=O)c1ccc(Cl)nc1	4	-11%	2%	-9%	-2%	0.1%	-3%	7%	-21%	-5%
COc1ccc(-c2ccc(SCC(=O)Nc3cccc(C(C)=O)c3)nn2)cc1OC	0	9%	22%	?	-3%	0.0%	-9%	21%	-60%[inhibitor]	0%
O=C(COc1ncnc2cc([N+](=O)[O-])ccc12)NCCc1ccc(Cl)cc1	2	-19%	36%[activator]	-5%	3%	-0.1%	1%	-2%	-3%	-2%
Cc1cccc(C)c1NC(=O)CN(C)S(=O)(=O)c1ccc(-c2ccc(=O)[nH]n2)s1	2	3%	17%	?	13%	0.0%	-4%	-6%	-30%	10%

Just ELG1 repair inh and TCR act, for two of the compounds above:
structure | ELG1 repair inh | TCR act
O=C(Nc1cccc(-c2cn3ccccc3n2)c1)c1cc2ccccc2oc1=O | ? | .
CCN(CC)CCOc1nc(C)nc2c1oc1ccccc12 | 21% | .

The results go on.
SMILES	TRPV1 ag	BRCA1 expr up	CXXC DNA block	ELG1 repair inh	AT treatment	B2AR arrestin	PTAP TSG101 blk	p53 reactivation	Integrin act MD	TCR act
NC(=O)C1CCN(C(=O)c2ccc(-c3ccccc3Cl)o2)CC1	?	106%	.	?	7%	0.0%	-4%	?	-5%	3%
Cc1c(C(=O)OCC(=O)N2CCCC2=O)oc2ccccc12	3	28%	.	26%	6%	0.4%	0%	20%	1%	-11%
O=C(Nc1ccc(Cl)cc1)c1cccnc1N1CCCCC1	7	-37%	3%	-2%	.	0.0%	-4%	-5%	19%	-14%
CCCCCSc1nnc(-c2ccccc2NC(C)=O)c(=O)[nH]1	-2	28%	-8%	11%	-6%	-0.3%	-6%	12%	37%	7%
CCC(C)(C)NC(=O)CN(C(=O)CCC(=O)Nc1nccs1)c1ccc(C)cc1	4	-10%	-10%	0%	6%	-0.2%	-5%	.	0%	5%
CCCc1n(CC(O)COCc2ccccc2)c2ccccc2[n+]1C (centres undefined)	-3	3%	2%	-1%	7%	0.0%	-6%	3%	-35%	0%
O=C(CSc1ccccc1)NCc1ccc(F)cc1	18	?	-7%	?	4%	3.4%	-2%	3%	11%	-10%
CCOC(=O)N1CCN(C(=O)c2ccc(C)c(S(=O)(=O)N3CCCCC3)c2)CC1	-6	-25%	-12%	-16%	8%	3.7%	.	-11%	-21%	8%
Cc1occc1-c1nnc(SCC(=O)Nc2ccccc2)n1C	1	11%	15%	-7%	-1%	0.2%	2%	-1%	-2%	.
c1csc(-c2cc(N3CCCCC3)c3ccccc3n2)c1	9	-39%	-2%	-21%	9%	0.0%	0%	6%	17%	1%
